TbHK1 inh: T. brucei hexokinase 1 inhibition; recombinant TbHK1, G6PDH-coupled NADH A340; inhibition, % at 10 µM; 0.11% of 220,000 active; AID 1430;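 active = inhibition of 50% or more in the single-dose primary screen; inactive = inhibition below 50%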
BaF3 parental: reduces parental Ba/F3 cell viability, JAK2V617F counter-screen; CellTiter-Glo ATP luminescence; inhibition, % at 5.6 µM; 1.1% of 220,000 active; AID 1486;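 active = inhibition above a per-campaign cutoff, the mean inhibition of all tested compounds plus 3 SD, cut at about 27% in these data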;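 note: 0% = DMSO wells and 100% = JAK Inhibitor I control wells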
NCF1 inh: blocks human p47phox regulatory protein of NADPH oxidases | P14598 | p47phox/p22phox peptide binding, fluorescence polarization, 2 h | inhibition, % at 24.7 µM | 0.53% of 220,000 active | AID 1274;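 active = inhibition above about 30%, limit read from the data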;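 note: 0% = p47phox with labelled peptide and 100% = labelled peptide alone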
PGE2 EP2 inh: blocks the human prostaglandin E2 receptor EP2. C6 glioma cells expressing human EP2, cAMP TR-FRET; cells stimulated with saturating PGE2. 0.52% of 260,000 active. inhibition, % at 25 µM. P43116;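 active = percent inhibition above 40 after rounding to a whole number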;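 note: rat C6 glioma host cells with rolipram phosphodiesterase inhibitor present; the protocol text gives 20 µM as final concentration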
Target sequence (P43116 whole entry, looked up): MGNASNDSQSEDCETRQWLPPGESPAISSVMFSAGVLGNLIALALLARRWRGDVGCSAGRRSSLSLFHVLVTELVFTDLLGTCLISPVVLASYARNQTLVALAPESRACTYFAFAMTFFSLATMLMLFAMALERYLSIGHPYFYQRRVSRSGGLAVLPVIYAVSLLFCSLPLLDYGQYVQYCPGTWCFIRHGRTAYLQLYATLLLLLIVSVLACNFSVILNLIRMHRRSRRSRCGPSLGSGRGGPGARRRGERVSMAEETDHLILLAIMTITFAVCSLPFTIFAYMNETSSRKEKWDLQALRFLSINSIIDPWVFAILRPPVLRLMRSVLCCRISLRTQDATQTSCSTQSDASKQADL
PPC-1+TRAIL kill: PPC-1 cancer cell killing with TRAIL present; 0.41% of 220,000 active; cell killing (% activity), % at 4 µM; PPC-1 cells + TRAIL, ATPLite viability luminescence;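 active = cell killing above 50% in the first pass at 4 µM, then a duplicate retest at 5 µM averaging 50% or more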;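 note: plate controls were cells with TRAIL plus DMSO for no effect and medium-only wells lacking cells for full effect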
Furin inhibitor: human furin inhibition. P09958. purified furin, fluorogenic substrate cleavage. inhibition, % at 30 µM. 0.061% of 220,000 active. AID 463115; in the data active = inhibition above about 25%; note: inactives centre near -15
Target sequence (P09958 108-714 limits assumed): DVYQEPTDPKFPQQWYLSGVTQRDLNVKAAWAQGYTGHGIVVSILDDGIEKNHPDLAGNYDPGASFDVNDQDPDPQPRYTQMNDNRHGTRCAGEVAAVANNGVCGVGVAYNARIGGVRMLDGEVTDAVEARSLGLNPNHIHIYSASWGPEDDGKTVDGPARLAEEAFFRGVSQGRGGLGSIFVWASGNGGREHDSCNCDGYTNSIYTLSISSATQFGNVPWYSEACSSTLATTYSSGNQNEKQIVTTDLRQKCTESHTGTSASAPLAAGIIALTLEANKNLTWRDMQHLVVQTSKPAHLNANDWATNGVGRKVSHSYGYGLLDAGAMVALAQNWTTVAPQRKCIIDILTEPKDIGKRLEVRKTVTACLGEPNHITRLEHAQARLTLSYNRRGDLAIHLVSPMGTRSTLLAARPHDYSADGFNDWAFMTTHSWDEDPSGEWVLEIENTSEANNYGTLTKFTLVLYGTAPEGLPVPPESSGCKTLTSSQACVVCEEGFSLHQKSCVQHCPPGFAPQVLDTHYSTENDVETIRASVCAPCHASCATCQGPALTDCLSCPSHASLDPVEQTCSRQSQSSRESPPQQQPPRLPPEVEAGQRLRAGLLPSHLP
Ba/F3 V617F tox: reduce viability of Ba/F3 cells dependent on JAK2V617F; Ba/F3 EpoR-JAK2V617F viability, ATP luminescence; inhibition, % at 5.6 µM; 1.1% of 220,000 active; AID 1446;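 active = inhibition above the campaign mean plus 3 SD over all tested compounds, cut at about 24% in these data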;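 note: cytokine-independent growth of Ba/F3 cells driven by EpoR plus mutant JAK2; 0% = DMSO-treated cells and 100% = JAK inhibitor I control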
RBBP9 inhibitor: human RBBP9 hydrolase inhibition; O75884; recombinant RBBP9, FP-Rh probe fluorescence polarization; inhibition, % at 7.94 µM; 0.2% of 220,000 active; AID 1515;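 active = inhibition above the campaign mean of all tested compounds plus 3 SD, cut at about 14% in these data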;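 note: plate controls were DMSO wells with RBBP9 for no effect and wells lacking RBBP9 protein for full effect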
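Assay system: recombinant human RBBP9; Reagent: Serine-hydrolase probe FP-Rh, 375 nM pre-mixing; Doses: 7.94 µM single dose, 0.794% DMSO; Incubation: 30 min then 45 min, 25 °C; Detection: fluorescence polarization (mP), excitation 525 nm, emission 598 nm; Evaluation: percent inhibition from mP, scaled between DMSO and no-protein wells.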
p97 inhibitor: blocks human p97 ATPase activity; 0.42% of 220,000 active; recombinant p97 ATPase, Kinase-Glo ATP luminescence, 3 h; AID 1481; inhibition, % at 8 µM; P55072; in the data active = inhibition above about 15%;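 note: 0% = DMSO vehicle and 100% = wells lacking enzyme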
* marks the source's active call; other numbers are inactive results; . = not tested or not shown; & = joins results of further samples; [ ] = dose if it differs, or a comment.

mol	TbHK1 inh	BaF3 parental	NCF1 inh	PGE2 EP2 inh	PPC-1+TRAIL kill	Furin inhibitor	Ba/F3 V617F tox	RBBP9 inhibitor	p97 inhibitor
O=C(CN1C(=O)NC(Cc2ccccc2)C1=O)NC(=O)NC1CCCCC1 (stereo unspecified)	1	2	-5	16	-13	-20	5	-5	-5
O=C(COc1ccc(Br)cc1)NCc1cn2ccccc2n1	-3	-5	-9	3	-9	-22	1	2	7
CC1(C)CC(N2CCCCC2)=CC(=[N+]2CCCCC2)C1	-73	68*	1	4	9	15	84*	-9	1
COc1ccc(C(C(=O)NCCC(C)C)N(CCN2CCOCC2)C(=O)Cn2nnc3ccccc32)c(OC)c1 (stereo unspecified)	-6	6	5	5	13	-16	-1	-7	1
CCN1CC(CN(C)Cc2nc(-c3ccc(Cl)cc3)no2)CC1=O (stereo unspecified)	-9	5	-15	17	2	-20	0	-8	-2
Cc1ccc(CSc2ccc(-c3cccs3)nn2)cc1	-3	-1	-15	7	3	-25	-1	-7	1
COc1ccc(Cl)cc1NC(=O)C(C)OC(=O)c1ccc(NS(=O)(=O)c2ccc3[nH]c(=O)[nH]c3c2)cc1 (stereo unspecified)	11	9	-43	6	15	-12	3	-37	6
O=C(COc1ccccc1)Nc1ncccn1	-5	3	5	5	3	-20[20 µM]	-3	-1	1
O=C(COC(=O)C1CCN(S(=O)(=O)c2cccs2)CC1)Nc1ccccc1Br	0	8	-1	1	18	-2	1	-2	6
COc1cc(OC)c(/C=N/NC(N)=S)cc1Br	19	7	-2	3	21	-11	-2	2	5
CSc1nc(N(C)NC(=O)c2ccc(F)cc2)c2ccccc2n1	-4	73*	0	12	-6	-19[20 µM]	72*	-11	1
CCn1c(COc2ccccc2C)nnc1SCC(=O)N1CCC(C)CC1	-1	6	7	9	-17	-20	-1	-4	-3
CN1C(=O)/C(=C/c2ccc(O)c([N+](=O)[O-])c2)N(C)C1=S	-5	0	7	3	3	-16	-2	-4	1
COCCN1Cc2cccc(C(=O)Nc3c(C)cc(C)cc3C)c2C1=O	2	3	-7	11	9	-7	-2	2	5
Cc1ccc(NC(=O)c2ccccc2CCc2ccccc2)c(C)c1	-4	0	-16	0	-8	-32[20 µM]	0	7	1
Cn1c(=O)[nH]c(=O)c2c1nc(N1CCCC1)n2CC(O)COc1ccccc1 (stereo unspecified)	-1	1	-8	16&9	24	-15	0	-5	2
CN(C)[C@@H](CO)c1nnc([C@H](CC(=O)O)NC(=O)C2CCNCC2)o1	-4	-1	-4	8	-7	-24	2	-6	3
CCOC(=O)Cc1csc(NC(=O)c2cccc(OC)c2)n1	0	6	4	10	4	-13[20 µM]	-4	4	4
CC(C)(C)OC(=O)N1CCC[C@H]1c1nnc(SCC(=O)Nc2cccc(Cl)c2)o1	-3	-1	-17	17	31	-11	-5	-8	5
COc1ccc(NC2=CC(=O)CC(C)(C)C2)cc1OC	-21	9	-7	7	0	5	7	1	-6
CN(C)/N=C/c1ccc(P(c2ccc(/C=N/N(C)C)o2)c2ccc(/C=N/N(C)C)o2)o1	-55	5	0	1	18	14	2	2	-6
CCCCCCC(=O)N/N=C(\C)Cc1ccccc1	-5	6	-14	7	22	-23	1	-2	-2
Nc1nc2n(n1)C(=O)CC(c1ccccc1)N2 (stereo unspecified)	5	6	2	6	.	-28	-2	-4	2
CC(C)(C)NC(=O)C(c1cccs1)N(C(=O)c1csnn1)c1ccccc1F (stereo unspecified)	-1	5	-7	10&7	5	-23	-2	-1	3
FC(F)(F)C(Oc1nc(NC2CCCCC2)nc(N2CCOCC2)n1)C(F)(F)F	-3	8	-2	6	12	-36	-1	-2	5

Two entries from above, with each value named.
CN1C(=O)/C(=C/c2ccc(O)c([N+](=O)[O-])c2)N(C)C1=S
  TbHK1 inh = -5	BaF3 parental = 0	NCF1 inh = 7	PGE2 EP2 inh = 3	PPC-1+TRAIL kill = 3	Furin inhibitor = -16	Ba/F3 V617F tox = -2	RBBP9 inhibitor = -4	p97 inhibitor = 1

FC(F)(F)C(Oc1nc(NC2CCCCC2)nc(N2CCOCC2)n1)C(F)(F)F
  TbHK1 inh = -3	BaF3 parental = 8	NCF1 inh = -2	PGE2 EP2 inh = 6	PPC-1+TRAIL kill = 12	Furin inhibitor = -36	Ba/F3 V617F tox = -1	RBBP9 inhibitor = -2	p97 inhibitor = 5

The list goes on.
mol	TbHK1 inh	BaF3 parental	NCF1 inh	PGE2 EP2 inh	PPC-1+TRAIL kill	Furin inhibitor	Ba/F3 V617F tox	RBBP9 inhibitor	p97 inhibitor
Cc1ccc(S(=O)(=O)c2nc(NC3CCS(=O)(=O)C3)sc2Cl)cc1 (stereo unspecified)	0	4	-11	15	16	-4[20 µM]	4	-2	-5
Fc1ccc(Nc2nc(Oc3ccccc3F)nc(N3CCCC3)n2)cc1	-5	6	-10	9	23	-21[20 µM]	1	-3	-1
CN(C)c1nc(Oc2ccc(=O)[nH]n2)nc(N2CCOCC2)n1	-1	5	-10	21	20	-55[20 µM]	2	-13	-3
COc1cccc(CN2CCN(c3ncccn3)CC2)c1	6	5	-11	10	-2	-33	-2	-13	6
COc1ccc(NC2CS(=O)(=O)CC2OC(=O)c2ccc(F)cc2)cc1 (stereo unspecified)	5	-3	6	10	6	-8	-4	-2	6
O=C(CN1CCCN(S(=O)(=O)c2ccc(Br)s2)CC1)Nc1ccc(Cl)cc1	-9	3	-11	4	13	-4[20 µM]	0	-2	-3
CCOC(=O)c1c(N)n(-c2ccc(N)cc2)c2nc3ccccc3nc12	-22	0	-14	10	9	-9	1	-5	7
CCOC(=O)c1sc(C)c2c1NC1(CCCCCC1)NC2=O	3	6	-8	15	2	-3[20 µM]	2	-4	5
COc1cc(OC)c(OC)cc1/C=N/NC(=O)CC1C(=O)NN=C1C (stereo unspecified)	-32	-1	-3	.	10	-5[20 µM]	-4	-4	4
O=C(NCCCN1CCOCC1)/C(=C/c1cccnc1)NC(=O)c1ccccc1	-2	3	-2	9	8	-14	-4	-9	5
CC1(C)SC(=S)N(NC(=O)Nc2ccccc2)C1N(O)C(=O)Nc1ccccc1 (stereo unspecified)	5	3	-10	12	28	-14[20 µM]	3	-8	2
N#Cc1cn(CC(=O)N2CCc3ccccc3C2)c2ccccc12	9	4	-6	16	21	-8[20 µM]	-3	-7	0
CC(C)NC(=S)N/N=C/c1ccccc1[N+](=O)[O-]	-15	4	-6	9	-13	-28	-2	-3	4
CCOC(=O)C(C)/C(C)=N/NC(=O)c1cc2ccccc2cc1O (stereo unspecified)	-7	5	-5	10	19	-29	2	-7	-2
CCOc1ccc(NC(=NCc2ccc3c(c2)OCO3)SC2CC(=O)N(c3ccc(C(=O)O)cc3)C2=O)cc1 (stereo unspecified)	-7	1	-32	12	8	-32	-1	-8	4
Cn1ncc(C#N)c1/N=C/N1CCOCC1	2	1	-6	10	-4	-17[20 µM]	-3	-9	1
CCCc1sc(N/N=C/c2ccccn2)nc1-c1ccc(Br)cc1	-6	13	-19	5	-6	-5[20 µM]	5	0	-4
Cc1nc(-c2ccncc2)sc1C(=O)Nc1ccc(Br)cc1	2	2	-1	12	-1	-18	-1	-1	3
CC(=O)Nc1cc2c(cc1C(=O)C(C)C)OCCO2	-2	4	-3	7	34	-12[20 µM]	0	6	3
Cc1cccc(NC2=C(NCCO)C(=O)c3ccccc3C2=O)c1	-3	6	-7	9	-5	-23	-1	-4	2
CC1=[N+]([O-])C(N2CCOCC2)C(O)(c2ccccc2)C1 (stereo unspecified)	7	5	-19	3	20	0	2	-1	-1
CCNS(=O)(=O)c1ccc2c(c1)NCC2	-2	7	-7	6	12	-9	3	-11	-4
CCOC(=O)C1=C(Cn2cnc3ccccc32)NC(=O)NC1c1ccc(Cl)cc1 (stereo unspecified)	-4	2	-6	8	4	-10[20 µM]	1	-4	-6
O=C(Nc1cnn(Cc2ccc(Cl)cc2)c1)c1cccs1	-3	-5	-31	6	5	-6	-5	-7	8
C=CCNC(=O)c1cc(C(=O)C(C)c2ncc(C(F)(F)F)cc2Cl)c[nH]1 (stereo unspecified)	-3	5	-1	20	-4	-22	0	-3	3

mol	TbHK1 inh	BaF3 parental	NCF1 inh	PGE2 EP2 inh	PPC-1+TRAIL kill	Furin inhibitor	Ba/F3 V617F tox	RBBP9 inhibitor	p97 inhibitor
O=C(CSc1nc(N2CCCCC2)nc(N2CCCCC2)n1)Nc1nccs1	5	-1	-4	7	-22	-18[20 µM]	-4	-8	3
O=C(CNC(=O)C1CCCCC1)Nc1ccccc1	0	3	-10	2	6	-20	0	-8	4
Cc1ccnc(NC(=O)CCC(=O)N(CC(=O)NC2CCCCC2)c2cccc(C)c2C)c1	-10	6	6	10	1	-5[20 µM]	0	1	0
CCN(CC)c1ccc(N2C(=O)CSC2=S)cc1	-10	2	-75	10	.	-26	-3	2	4
CC(C)NCC(O)COc1ccc(CC(N)=O)cc1 (stereo unspecified)	-1	6	-5	10&11&9	19	-14	-1	-7	6
COc1ccc(OC)c(NC(=O)CC2SC(=Nc3ccc(F)cc3)N(CCC3=CCCCC3)C2=O)c1 (stereo unspecified)	-1	8	-30	3	4	0	1	1	0
Cc1ccc(C)c(S(=O)(=O)NC(CCC(N)=O)C(=O)O)c1 (stereo unspecified)	2	3	.	9	2	-26	1	-5	-2
COc1ccccc1/C=c1\sc2nc(-c3cccs3)nn2c1=O	-11	-1	.	.	.	-22[20 µM]	-4	-3	6
COc1cc(NC(=O)C/C(C)=N/NC(=O)C(OC)c2ccccc2)c(OC)cc1Cl (stereo unspecified)	27	3	-11	10	11	-17	-2	-4	6
COc1ccc(Cc2cc(-c3ccc(F)cc3)n[nH]c2=O)cc1	-6	-2	-9	3	19	-25	2	-2	-1
Cc1ccc([N+](=O)[O-])cc1-c1ccc2cccc(C)c2n1	-5	-1	-13	6	9	-20[20 µM]	-4	5	3
CC(=O)Nc1c(O)nc(SCC(=O)Nc2cccc(C)c2)[nH]c1=O	-1	3	0	0	-15	-8[20 µM]	-2	5	3
COc1ccccc1-n1c(=S)[nH]c2c(sc(=S)n2-c2ccc(C)cc2C)c1=O	-18	4	-7	7	14	-9	3	-9	1
COc1ccc(-c2cc(C(F)(F)F)n3ncc(C(=O)N(C)Cc4ccccc4)c3n2)cc1	-9	11	.	10	4	-18	8	-2	-1
O=C(CC(=O)NC1CCCCC1)N/N=C/c1cccc2ccccc12	-9	0	-8	12	22	-30[20 µM]	-4	2	-1
CS(=O)(=O)N(CC(=O)NC1CC1)C1CCCCC1	7	5	0	10	2	-18	-1	-1	1
CN(Cc1cccnc1)Cc1c(C(=O)N2CCc3ccccc3C2)nc2ccc(Cl)cn12	-9	5	.	4	23	-21	5	2	-2
Cc1csc(=N)n1CC(=O)N1CCc2ccccc21	-2	1	-3	20	-16	-22	0	-5	5
Cc1nn(-c2ccccc2)c(C)c1C(=O)OCC(=O)c1c(N)n(CC(C)C)c(=O)n(C)c1=O	-7	2	-21	3	18	-22	-3	-8	4
O=C(c1ccc([N+](=O)[O-])o1)N1CCc2ccccc2C1	-21	-1	-2	4	-7	-21	-1	-2	6
CC(C)N(C(=O)COC(=O)CNC(=O)c1ccc(Br)cc1)c1ccccc1	-5	1	-6	10	12	-12	-3	0	2
CC1=C(C#N)C(NC(=O)C(C)(C)C)(C(F)(F)F)C(=O)N1 (stereo unspecified)	-6	5	-13	3	10	-20[20 µM]	3	-7	-1
C=CCc1c(C)nc(N2CCSCC2)[nH]c1=O	-7	-2	-8	5	5	-29	-3	1	1
O=C(Nc1ccccc1)C1=C[C@H](c2csc3ccccc23)C[C@H](OCCCCO)O1	-6	-3	.	11	2	-24	1	-11	1
CSc1nnc(-c2ccccc2)c(-c2ccccc2)n1	-20	-4	-4	8	16	-6	-2	-8	-3

Assay outcomes deposited in PubChem by several laboratories.

A portion of the library; the hit share may differ from the screen's.
